# Yeast growth inh – yeast BB579 growth reduction in restrictive medium; S. cerevisiae BB579 growth, OD615, 48 h; inhibition, % at 10 µM; 140,000 compounds, 0.51% hits; AID 804;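 active = inhibition above a set limit, 3 SD over the mean compound inhibition, cut at about 44% in these data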; note: inactives centre near -24
#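 Test system: DeaD yeast strain BB579 / Buffer or medium: restrictive glucose-based CSMM-D medium / Doses: single 10 µM dose / Schedule: 4 h cell preincubation, 48 h compound exposure, 30 °C humidified / Technique: culture absorbance at 615 nm / Controls: amphotericin B positive control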
# NPY Y2 blocker – NPY-Y2 (human) receptor antagonism; 140,000 compounds, 0.99% hits; AID 793; NPY-Y2 expressing cells, antagonist mode; P49146; inhibition, % at 2.7 µM; in the data active = inhibition above about 17%;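 note: 0% = vehicle with agonist challenge and 100% = reference antagonist with challenge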
# Target sequence (P49146 whole entry, looked up): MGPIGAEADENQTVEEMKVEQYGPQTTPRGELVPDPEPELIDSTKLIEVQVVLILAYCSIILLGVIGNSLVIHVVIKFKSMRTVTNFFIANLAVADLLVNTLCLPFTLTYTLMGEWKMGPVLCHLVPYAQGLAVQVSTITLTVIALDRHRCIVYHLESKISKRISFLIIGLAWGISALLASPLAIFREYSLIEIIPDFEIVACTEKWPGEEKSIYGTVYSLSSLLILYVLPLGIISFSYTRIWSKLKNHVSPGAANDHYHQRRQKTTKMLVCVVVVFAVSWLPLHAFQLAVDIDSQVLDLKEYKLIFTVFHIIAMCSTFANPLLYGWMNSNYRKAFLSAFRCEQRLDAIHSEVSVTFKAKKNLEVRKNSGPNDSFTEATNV
# HCT116 bCat-KO – beta-catenin-lacking colon tumor cell growth suppression. HCT116 beta-catenin knockout viability, CellTiter-Glo, 60 h; hits give low values. viability, % at 10 µM. 140,000 compounds, 1.5% hits. AID 818;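 active = viability at or under a set limit, the compound median less 4 SD, cut at about 6% in these data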;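 note: 0% = Hyamine 1622 control at 20 µM and 100% = untreated cell control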
# Yeast lifespan up – yeast lifespan extension | S. cerevisiae growth with nicotinamide, OD615; deaD strain in restrictive glucose medium | inhibition of the nicotinamide effect, % at 10 µM | 130,000 compounds, 0.68% hits | AID 775;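 active = inhibition above a set limit, placed 3 SD over the median of all compounds, cut at about 26% in these data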;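 note: 0% = nicotinamide-treated wells and 100% = cells grown without nicotinamide; some compounds called inactive have numbers as strong as hits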
#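 Material: Modified budding yeast, DeaD strain | Medium: Restrictive glucose medium | Probe or stimulus: 1.5 mM nicotinamide | Dosing: Single dose 10 µM compound, 0.25% DMSO | Times: 48 h at 30 °C | Technique: OD615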
# Phagocytosis inh – macrophage phagocytosis inhibition. 110,000 compounds, 0.07% hits. J774A.1 macrophage IgG-bead phagocytosis, imaging. inhibition, % at 5 µM;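 active = inhibition above the mean of the plate negative controls plus 5 SD, cut at about 13% in these data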;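 note: phagocytic index as fraction of beads internalized from green versus red external bead signal; plate controls were DMSO negative control for no effect and cytochalasin-D positive control for full effect; some results beyond the cut were filed as inactive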
# Measles CPE – protection of cells from measles virus | Measles virus-infected cells, CPE protection, absorbance | protection (pct of control), % at 4 µM | 140,000 compounds, 1.5% hits | AID 841; in the data active = protection mostly above about 24%, no sharp cut-off; inactive = mostly below about 26%; note: some compounds called inactive have numbers as strong as hits
# HCT116 PTEN-null – suppresses growth of cells with PTEN deletion; HCT116 PTEN-null viability, CellTiter-Glo, 60 h; hits give low values; viability, % at 10 µM; 140,000 compounds, 1.2% hits;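 active = viability at or below a set limit, 4 SD under the median of all tested compounds, cut at about 3.7% in these data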;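 note: PTEN knockout HCT116 line with beta catenin targeted HCT116 as companion control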
# E-sel TNF inh – TNF alpha driven E-selectin expression inhibition. HUVEC TNFa-induced E-selectin immunofluorescence, high content. inhibition, % at 2 µM. 120,000 compounds, 0.71% hits. AID 1246;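 active = inhibition above the batch mean plus 3 SD, and confirmed as a hit on visual image review, cut at about 43% in these data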;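 note: 0% = TNF-stimulated DMSO wells and 100% = unstimulated control wells; not every result past the cut was called active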
# GALR2 blocker – antagonists of human galanin receptor 2 (GALR2); O43603; GALR2-expressing cells, antagonist mode; inhibition, % at 4 µM; 140,000 compounds, 0.39% hits; AID 828; in the data active = inhibition above about 27%;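 note: cells stimulated with galanin 1-16 at roughly its EC80; 0% = agonist challenge control and 100% = basal control without agonist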
# Target sequence (O43603 whole entry, looked up): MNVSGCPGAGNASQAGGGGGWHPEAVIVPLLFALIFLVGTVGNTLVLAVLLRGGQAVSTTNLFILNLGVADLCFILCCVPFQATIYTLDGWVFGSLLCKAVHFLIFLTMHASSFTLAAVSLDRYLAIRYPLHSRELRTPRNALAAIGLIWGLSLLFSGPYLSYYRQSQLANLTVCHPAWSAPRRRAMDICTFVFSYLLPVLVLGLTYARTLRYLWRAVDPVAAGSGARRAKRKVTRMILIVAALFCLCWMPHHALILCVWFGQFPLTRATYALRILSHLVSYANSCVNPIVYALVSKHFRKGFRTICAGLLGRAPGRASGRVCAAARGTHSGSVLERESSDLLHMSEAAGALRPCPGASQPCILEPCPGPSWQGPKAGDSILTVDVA
# MRP1 act – MRP-1 activation; H69AR cells + doxorubicin, viability rescue, CellTiter-Glo; viability increase, % at 10 µM; 140,000 compounds, 0.61% hits;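 active = viability gain under doxorubicin at or above a set limit, the compound median plus 3 SD, cut at about 4.7% in these data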;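 note: MRP-1 overexpressing cells given doxorubicin 25 µM after compound pretreatment; 18-22 h compound pretreatment then 72 h with doxorubicin before readout; 0% = doxorubicin-only wells and 100% = vehicle-treated cells without doxorubicin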
# Active calls of the source: *; · = not tested or not shown.
SMILES,Yeast growth inh,NPY Y2 blocker,HCT116 bCat-KO,Yeast lifespan up,Phagocytosis inh,Measles CPE,HCT116 PTEN-null,E-sel TNF inh,GALR2 blocker,MRP1 act
Cc1ccc(C(=O)Oc2coc(CSc3nnc(NC(=O)c4cccs4)s3)cc2=O)cc1,-26,1,103,3,-1,7,90,13,-4,-2.6
O=S(=O)(c1ccccc1)c1nc(-c2ccco2)oc1NCc1ccccc1,-31,2,70,-15,-2,4,73,-10,-2,-1.1
CCOC(=O)N1CCN(S(=O)(=O)c2ccc(OCC)c(C)c2)CC1,-29,4,77,13,-1,8,80,4,4,-3.6
Cc1ccnc(NS(=O)(=O)c2ccc(NC(=O)Cc3ccccc3)cc2)n1,3,0,92,2,-1,7,100,·,-2,0.4
O=C(Nc1ccc(Cl)cc1)OCc1cn(-c2ccc(Cl)cc2)nn1,-34,8,55,-24,4,5,63,3,-1,-0.9
COc1cc(C(=S)N2CCCC2)ccc1O,-9,0,97,-14,2,5,102,·,-7,-2.2
COC(=O)CN1C(=O)CSc2ncccc21,-11,7,96,2,0,8,101,·,1,-0.3
Cc1[nH][nH]c(=O)c1N=Nc1ccccc1,-29,3,110,-18,0,9,92,-6,2,-1.0
COc1ccccc1-c1cc(N)n(S(=O)(=O)c2ccc(F)c(C)c2)n1,5,2,82,1,·,12,80,-53,4,-3.2
Cc1ccc(-c2nnn(CC(=O)N(CC(=O)NC3CCCC3)c3ccc(F)c(Cl)c3)n2)o1,-14,2,73,·,·,6,63,10,14,-3.4
O=C(NCCc1csc(-c2ccc(C(F)(F)F)cc2)n1)c1cccs1,-8,7,71,-9,0,17,35,14,-9,-3.7
Cc1ccc(-n2nnnc2SCC(=O)c2cc(C)n(-c3cc(C)on3)c2C)cc1,-46,3,79,-2,-1,0,80,-8,11,-2.1
CC(C)CNc1nc(Oc2ccc(=O)n(C)n2)nc(N2CCOCC2)n1,11,2,78,-11,1,5,82,·,-8,-2.7
CCCN1C(=O)/C(=C/c2ccc(C)s2)SC1=Nc1ccc(OC)cc1,-25,4,66,3,3,3,67,-25,10,-4.2
CCOC(=O)c1c(C(C)(C)C)oc2ccc(O)cc12,-35,2,83,-10,·,1,78,2,-3,-3.6
Cc1ccc(S(=O)(=O)NCC(=O)OC(C)C(=O)Nc2ncc(Cl)cc2Cl)cc1 (configuration not stated),-27,-2,95,-14,·,13,91,·,3,-0.6
COc1ccc(NC(=O)Cn2c(=O)n(CC(=O)NCc3ccco3)c(=O)c3ccccc32)cc1OC,-50,1,107,-11,1,12,116,-20,6,-0.5
Cc1cc(C)nc(NC(=O)c2ccc(Cl)c(Cl)c2)n1,-83,6,97,16,0,18,103,-7,8,-0.1
Cn1c(=O)cc(OCCCC(=O)N2CCN(Cc3ccc4c(c3)OCO4)CC2)c2ccccc21,10,2,90,7,-1,9,99,52*,4,-4.0
CN(Cc1cccs1)C(=O)COc1ccc(-c2nnco2)cc1,-17,-3,84,-10,-1,10,92,5,15,-0.2
c1ccc(CNc2ncnc3nc[nH]c23)cc1,-10,0,94,-3,0,31,·,26,2,0.3
O=C(Cc1cc(=O)[nH][nH]1)N/N=C/c1ccccc1Cl,-49,1,92,0,·,18,98,-1,10,-1.0
Cc1c2c(nc3ccccc13)OCC2,7,-1,101,-4,·,7,98,·,-3,-0.8
O=C(O)CCc1ccc(-c2cccs2)n1NC(=O)c1ccc(O)cc1,26,0,101,-4,0,17,92,-7,-3,-2.7
CC(C)CNC(=O)C(=O)Nc1ccc(N(C)C)cc1,6,0,98,-3,-9,19,99,·,8,0.0
N#CC(c1cccc(Cl)c1)c1ncc(C(F)(F)F)cc1Cl (configuration not stated),-40,3,98,24,·,9,96,3,4,-0.7
Cn1cnnc1SCC(=O)c1ccc2c(c1)CCCC2,-8,3,102,-12,-1,1,120,·,-3,-0.6
CC1(C(=O)CSc2nc3ccccc3[nH]2)CCC(=O)O1 (configuration not stated),-5,1,88,1,·,23,100,3,-9,1.9
COc1ccccc1CNC(=O)c1ccc(-c2ccccc2)cc1,-32,5,107,-1,-5,11,96,-5,-2,1.6
COc1ccc(CCn2nnnc2C(CC(C)C)N2CCC(C(N)=O)CC2)cc1OC (configuration not stated),-21,5,98,-14,0,4,99,-33,-2,-0.4
CNCC(=O)Nc1c(C)n[nH]c1C,-45,0,97,5,-7,4,95,·,3,-1.1
CN(CCCNC(=O)c1cccn2c(=O)c3ccccc3nc12)Cc1ccccc1,-47,5,19,-20,4,2,28,-14,-6,-5.9
O=C1N[C@@H](Cc2cnc[nH]2)C(=O)N2CCC[C@@H]12,-52,2,91,6,·,18,104,·,14,0.0
COC(=O)Cc1c(C)nc2nc(NCc3ccc(Cl)cc3)[nH]n2c1=O,-29,-2,105,-23,-1,5,103,-5,5,-2.5
CN1CCN(CC(=O)Nc2ccc(Oc3ccccc3)cc2)CC1,-46,2,87,-16,-2,4,88,-24,-1,-2.2
O=C(NCc1ccco1)c1ccc2c(=O)n(-c3ccccc3)c(=O)n(Cc3cccc(F)c3)c2c1,-19,-1,51,6,·,1,40,17,9,-1.9
COCc1c(C(=O)N2CCN(c3ccc(C(F)(F)F)cn3)CC2)oc2ccccc12,-59,14,108,-27,-1,5,94,-26,-23,-1.2
O=C(CC1C(=O)OCN1C(=O)OCc1ccccc1)OCC(=O)c1ccccc1 (configuration not stated),15,8,95,-8,-1,3,102,-10,8,1.4
Cc1ccc(NC(=O)Cn2cnc3sc(C(=O)NCc4ccco4)c(C)c3c2=O)cc1Cl,-27,-3,80,-5,·,6,70,·,-8,-2.4
Cc1ccc(C)c(NC(=S)N=Nc2c(O)n(C)c3ccc(S(=O)(=O)N4CCOCC4)cc23)c1,-13,-5,20,5,·,·,14,·,-1,-1.5
CCCCNC(=O)Nc1ccc(Br)cn1,-89,2,98,-15,0,9,105,-27,8,-0.1
COC(=O)c1[nH]c2ccc(Cl)cc2c1NC(=O)C1CC1,4,0,95,-18,-4,30,91,·,-5,-2.6
CC1=C(C(=O)OCCOC(C)C)C(c2cc3c(cc2Br)OCO3)CC(=O)N1 (configuration not stated),-32,4,94,-19,1,7,104,3,2,-2.8
O=C(Nc1ccc(S(=O)(=O)Nc2nccs2)cc1)c1ccc(S(=O)(=O)N2CCOCC2)cc1,-33,1,94,-4,2,67*,102,-5,6,0.3
CSc1nncc(/C(C)=N/O)n1,-11,1,97,-3,1,2,96,-8,-4,-3.0
COc1cccc(N2CC(O)=C(c3ccccc3)C2=N)c1,-2,3,99,-22,-1,6,109,-12,12,-3.2
Cc1cccc(Cn2cccc2/C=C2/C(=N)N3C=CSC3=NC2=O)c1,-45,10,95,-1,-10,14,104,9,-4,-1.4
N=c1ccn(CC(=O)NC(N)=O)c2ccccc12,-42,1,94,-1,1,·,110,35,2,-0.2
Cc1cccc(CCNC(=O)CCNC(=O)Cn2ccc3ccccc3c2=O)c1,-20,3,99,2,-9,11,94,-20,-2,-1.6
O=c1cc(-c2ccccc2)[nH]n1-c1ccc([N+](=O)[O-])cc1,-63,-6,85,-6,·,8,79,-11,-13,-3.1
Cn1c(SCc2nnc(-c3ccccc3Br)o2)nc2sc3c(c2c1=O)CCC3,-13,11,85,-8,0,10,92,-20,-3,-1.1
Cc1cccc(C(=O)NNC(=O)c2cccc(C)c2)c1,9,0,96,-1,1,3,96,31,-9,-0.1
COc1ccc(Cl)cc1NC(=O)CCN1CCN(C)CC1,3,2,88,-14,-2,17,98,8,3,0.7
CCC(=O)N1CC23C=CC(CC2CC12CCCCC2)O3 (configuration not stated),-33,1,88,3,-1,5,92,9,6,-1.4
CCOC(=O)c1cnc2ccc(C)cc2c1NCCO,-12,0,66,·,·,21,76,0,0,-2.8
Nc1c(C(=O)NCCN2CCOCC2)c2nc3ccccc3nc2n1CCc1ccccc1,-44,1,43,-6,3,3,22,·,-20,-6.7
CC(C)c1nc2oc3c(=O)[nH]cnc3c2c2c1CCC2,-25,2,92,-21,1,9,104,·,-7,-1.8
CCC(C)(C)NC(=O)c1ccc(S(=O)(=O)N(C)c2ccccc2OC)cc1,-32,6,102,-9,0,8,110,0,-8,-0.3
Cc1ccc([N+](=O)[O-])c(OCC(=O)OCC(=O)c2ccccc2)c1,-12,1,106,-4,-7,10,98,-15,-1,-0.4
COc1ccc(OC)c2[nH]c(=O)c(CCNC(=O)COc3ccccc3)cc12,1,3,103,-19,·,38,96,-36,-7,-2.7

# The list goes on.
SMILES,Yeast growth inh,NPY Y2 blocker,HCT116 bCat-KO,Yeast lifespan up,Phagocytosis inh,Measles CPE,HCT116 PTEN-null,E-sel TNF inh,GALR2 blocker,MRP1 act
COc1ccc(-c2cc(C(F)(F)F)nc(SCCC(=O)NCc3ccco3)n2)cc1,-45,4,86,-1,·,4,96,6,-5,-3.1
COc1ccc(-c2nc(-c3ccccc3)no2)c(OC)c1,-7,4,70,-19,1,11,72,-13,8,-2.1
O=C(O)C1C2C=CC3(CN(Cc4ccncc4)C(=O)C13)O2 (configuration not stated),-42,2,87,-3,·,8,95,-16,4,-3.0
CS(=O)(=O)N1N=C(c2ccco2)CC1c1ccccc1 (configuration not stated),-27,1,102,1,-7,7,96,3,6,0.1
CCCCn1c(SCC(=O)N2CCC(C)CC2)nc2ccsc2c1=O,-40,17,84,3,-1,25,77,16,9,-0.5
O=C(O)c1ccc(Cl)cc1NC(=O)C1CCCO1 (configuration not stated),-38,5,89,9,-3,9,100,-5,9,-0.2
COc1cccc(OCCNc2cc(N3CCCCC3)ccc2[N+](=O)[O-])c1,-26,5,54,-12,-1,5,57,-3,-2,-3.2
O=C(COc1ccc(Cl)cc1Cl)NCCC1=CCCCC1,-24,3,80,-10,-5,15,76,52,3,-1.4
COc1ccc(S(=O)(=O)N(C)CC(=O)NC2CCCCC2)cc1OC,-41,0,116,-5,-2,2,101,-27,0,0.1
CCCCN1CC(C(=O)NC2CCCCC2)CC1=O (configuration not stated),-41,-2,98,-12,0,6,100,·,10,-1.2
Cc1nn(C)c(Oc2cccc(Cl)c2)c1C(=O)O,5,-1,107,-4,-1,25,95,11,3,-0.3
O=C(CC1SC(=Nc2cccc3ccccc23)N(Cc2ccccn2)C1=O)Nc1ccccc1Br (configuration not stated),-17,-1,74,5,-4,5,66,·,-2,-2.2
COc1ccc(OC)c(NC(=O)CSc2nnc(Cn3nnc4ccccc43)n2C)c1,-1,1,98,-19,·,16,98,5,4,-3.5
COc1ccc(C2COC(=O)C2=N)c(NC(=O)c2ccccc2)c1 (configuration not stated),-5,0,79,0,-6,22,88,·,-9,-3.2
COc1cnc(-c2ccccn2)nc1Sc1cccc(Cl)c1,-30,6,8,23,·,3,8,·,-7,-1.4
